Avidin fluor: compound fluoresces at 488/530 nm on avidin beads; fluorescence (KMESF) at 10 µM; compound fluorescence 488/530 nm, flow cytometry; active compounds read high; hit rate 0.38% among 220,000; AID 1775; in the data active means fluorescence above about 47; further: inactives centre near 10
Bcl-2 Bim block: human Bim-Bcl-2 interaction inhibition. Bead-based flow cytometry, Bim peptide-Bcl-2 binding. hit rate 0.06% among 190,000. AID 950. P10415. inhibition, % at 10 µM; in the data active means inhibition above about 40%; inconclusive means no clear call, values can overlap the other calls;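 further: 0% = no compound wells with probe peptide and 100% = reference peptide inhibitor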
ABCG2 block: human ABCG2 inhibition, ABCB1 as counter-screen | IgMXP3 cells, JC-1 efflux, flow cytometry | inhibition, % at 6.6 µM | hit rate 0.1% among 190,000 | AID 1325;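 active means inhibition above 80%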;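 further: 0% = DMSO and 100% = nicardipine control wells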
Target sequence (Q9UNQ0 whole entry, looked up): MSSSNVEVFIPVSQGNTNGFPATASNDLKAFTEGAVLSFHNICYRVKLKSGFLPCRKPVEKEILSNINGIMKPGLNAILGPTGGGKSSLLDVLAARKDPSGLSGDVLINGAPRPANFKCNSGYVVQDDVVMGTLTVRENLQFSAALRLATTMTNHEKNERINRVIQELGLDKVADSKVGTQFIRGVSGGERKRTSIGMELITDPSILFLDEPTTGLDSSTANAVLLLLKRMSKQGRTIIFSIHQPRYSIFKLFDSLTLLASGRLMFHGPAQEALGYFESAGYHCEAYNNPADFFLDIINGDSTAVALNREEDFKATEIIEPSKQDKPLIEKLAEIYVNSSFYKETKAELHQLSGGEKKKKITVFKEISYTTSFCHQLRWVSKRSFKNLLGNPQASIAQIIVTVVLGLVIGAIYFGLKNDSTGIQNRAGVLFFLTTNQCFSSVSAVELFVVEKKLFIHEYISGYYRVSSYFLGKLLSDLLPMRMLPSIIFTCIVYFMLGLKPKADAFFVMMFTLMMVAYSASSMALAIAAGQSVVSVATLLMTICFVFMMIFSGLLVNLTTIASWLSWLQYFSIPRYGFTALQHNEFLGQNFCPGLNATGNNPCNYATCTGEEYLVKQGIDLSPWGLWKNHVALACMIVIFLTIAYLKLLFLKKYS
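System: two drug-resistant human cell lines, ABCG2 and ABCB1; controls: nicardipine high and DMSO low controls; times: 10 min exposure at 25 °C with rotation, no wash; detection: flow cytometry of retained JC-1 fluorescence; read-out basis: percent efflux inhibition, scaled nicardipine 100% to DMSO 0%; doses: one concentration, 6.6 µM final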
ABCB1 inh: inhibitors of human ABCB1 transporter, ABCG2 counter-screen. P08183. CCRF-Adr cells, JC-1 efflux, flow cytometry. inhibition, % at 6.6 µM. hit rate 0.067% among 190,000. AID 1326; in the data active means inhibition above about 40%;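 further: 0% = vehicle and 100% = reference inhibitor; higher value means more JC-1 retained so stronger ABCB1 efflux block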
RGS4-Gao reg: human RGS4-Galphao interaction regulation; P09471; Multiplexed bead flow cytometry, RGS4-Galphao binding; actives lie on both sides; binding response (% of control), % at 10 µM; hit rate 0.33% among 220,000; AID 1415; in the data active means binding response below about 49% or above about 150%; inactive means in between;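 further: fluorescent Galphao activated with aluminum fluoride binding bead-coupled RGS4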
Bim-Bfl-1: human Bim-Bfl-1 interaction inhibition | AID 1008 | hit rate 0.12% among 190,000 | inhibition, % at 10 µM | Bead-based flow cytometry, Bim-Bfl-1 binding inhibition | Q16548;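 further: 0% = wells without compound plus tracer and 100% = blocker peptide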
Bim-Bcl-B: disrupts Bim peptide binding to human Bcl-B; hit rate 0.073% among 190,000; inhibition, % at 10 µM; bead-based flow cytometry; Q9HD36; AID 951;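 further: 0% = tracer peptide without compound and 100% = reference inhibitor peptide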
Target sequence (Q9HD36 whole entry, looked up): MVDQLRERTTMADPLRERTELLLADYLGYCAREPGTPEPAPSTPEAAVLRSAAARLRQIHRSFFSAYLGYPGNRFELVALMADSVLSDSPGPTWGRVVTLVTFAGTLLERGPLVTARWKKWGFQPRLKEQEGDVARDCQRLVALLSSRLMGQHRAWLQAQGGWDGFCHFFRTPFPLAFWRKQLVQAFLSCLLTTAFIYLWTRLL
RGS7-Gao: modulates binding of RGS7 to human Galphao; hit rate 0.35% among 220,000; Multiplexed bead flow cytometry; actives lie on both sides; binding response (% of control), % at 10 µM; AID 1439; in the data active means binding response below about 49% or above about 150%; inconclusive means no clear call, values can overlap the other calls; inactive means in between;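 further: fluorescent Galphao held in activated GDP-AlF4 state binding bead-coupled RGS7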
Bim-Bcl-XL: inhibitors of Bim-Bcl-XL interaction, human; Bim peptide-Bcl-XL binding, bead flow cytometry, fluorescence; inhibition, % at 10 µM; hit rate 0.04% among 190,000; AID 1007
Bcl-W Bim block: inhibitors of Bim-Bcl-W interaction, human; Q92843; hit rate 0.02% among 190,000; bead-based flow cytometry, Bim peptide-Bcl-W binding; AID 952; inhibition, % at 10 µM;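 further: 0% = bound tracer without compound and 100% = peptide blocker; higher means less fluorescent Bim peptide bound to Bcl-W beads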
Target sequence (Q92843 whole entry, looked up): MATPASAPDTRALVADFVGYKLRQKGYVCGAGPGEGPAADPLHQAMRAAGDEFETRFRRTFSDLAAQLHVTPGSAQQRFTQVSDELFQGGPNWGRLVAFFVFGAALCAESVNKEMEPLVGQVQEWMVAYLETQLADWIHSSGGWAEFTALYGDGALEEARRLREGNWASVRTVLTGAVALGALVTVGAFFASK
GSH bead fluor: GSH bead compound fluorescence profile. AID 1776. GSH beads flow cytometry, compound fluorescence 488/530 nm; active compounds read high. fluorescence (KMESF) at 10 µM. hit rate 0.25% among 190,000; in the data active means fluorescence above about 89;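 further: glutathione beads carrying GST-tagged Bcl family fusion proteins plus one bare bead set; values are compound well signal with DMSO vehicle wells as background; inactives centre near 16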
Active calls of the source: *; ? = inconclusive; & = joins results of further samples. Unless noted, no stated cut-off is given here; in the data, active means inhibition above about 40%.

entry	molecule	Avidin fluor	Bcl-2 Bim block	ABCG2 block	ABCB1 inh	RGS4-Gao reg	Bim-Bfl-1	Bim-Bcl-B	RGS7-Gao	Bim-Bcl-XL	Bcl-W Bim block	GSH bead fluor
1	COC(=O)C1SCC2C(=O)N(Cc3ccccc3)CC(=O)N21 (stereo not given)	15	-3	6	1.6	96	-6	-1	97	0	-2	12
2	COc1ccc(N2CCN(Cc3cc(=O)oc4cc(-c5ccccc5)c(O)cc34)CC2)cc1	17	-2	1	0.0	97	0	1	99	0	-1	17
3	CC(=O)Nc1cccc(NC=C(C#N)C#N)c1	7	-6	7	0.6	94	-5	-5	91	0	-2	9
4	O=C(NC(=S)Nc1ccccn1)c1ccc([N+](=O)[O-])cc1	12	-2	5	0.5	98	-1	-2	98	-3	-1	6
5	COc1ccc(NS(=O)(=O)c2ccc(NS(=O)(=O)c3ccc(C)cc3)cc2)nn1	34	-2	3	0.3	111	-2	-1	105	-1	0	26
6	COc1ccc(/C=N/N=C2\CC3CCC2(C)C3(C)C)cc1O (stereo not given)	9	-6	1	0.3	104	-8	-4	104	-7	-2	6
7	COC(=O)C1=C(C)NC(=O)C1(NC(=O)c1ccncc1)C(F)(F)F (stereo not given)	9	0	-4	-0.2	100	-6	-4	?	-3	-3	18
8	O=C(NNC(=O)c1sccc1-n1cccc1)c1cccc(Cl)c1	6	-6	-2	-2.8	99	-8	-7	101	-2	-4	25
9	O=C(c1cn(-c2ccccc2)nc1-c1cccs1)N(CCO)Cc1ccccc1	12	-1	11	2.5	100	-7	-4	102	-2	-4	77
10	COCC(=O)N1CCC(n2nnc3cc(F)ccc32)CC1	14	1	1	0.7	101	-1	1	100	4	0	29
11	Cc1ccc(C(=O)O/N=C2\CCSc3ccc(C)cc32)cc1	12	-11	24	1.1	98	-17	-9	101	-7	-1	35
12	O=C(NCc1cccnc1)c1ccc(-c2ccc(Cl)cc2)o1	13	-5	2	0.4	100	-6	0	102	0	0	24
13	O=C1C(Cl)=C(N2CCCCC2)C(=O)N1c1ccccc1Cl	16	-9	-1	0.5	98	-11	-5	98	-4	1	21
14	CC(=O)SCCC(=O)N1C(C)CCCC1C(=O)O (stereo not given)	8	-11	1	0.1	101	-11	-6	98	2	0	23
15	CC(=O)Oc1ccc(NC(=O)CSc2ccccc2)cc1	8	-1	2	0.5	105	-1	0	103	0	-2	20
16	CCS(=O)(=O)c1ccc2oc(SCC(=O)NCCc3ccc(F)cc3)nc2c1	9	0	15	1.5	97	3	0	99	-6	-2	9
17	O=[N+]([O-])c1ccc(/C=N/n2c(CO)nc3ccccc32)s1	9	-7	50	0.7	95	-9	-6	96	-8	-7	11
18	CCN1CCCC1CNC(=S)Nc1ccc(C(C)=O)cc1 (stereo not given)	12	-5	5	0.9	104	1	-20	101	-2	-1	25
19	Cc1ccc(C(=O)NC(N(C)C)C(Cl)(Cl)Cl)cc1 (stereo not given)	9	-5	10	0.8	99	-7	-5	?	0	-1	14
20	O=c1c2sccc2[nH]c(=S)n1Cc1ccccc1	1	0	1	0.1	96	5	-21	102	-10	-1	12
21	COc1ccc(C)cc1S(=O)(=O)N1CCN(S(=O)(=O)c2cc(C)ccc2OC)CC1	32	2	3	2.2	96	-3	-4	100	0	-7	11
22	O=S(=O)(c1ccccc1)c1nc(-c2ccccc2F)oc1NCc1cccnc1	12	2	14	5.3	99	-4	-3	101	-4	1	15
23	Cc1nc2nc(C)c(CCC(=O)NCCCN3CCN(c4cccc(Cl)c4)CC3)c(C)n2n1	34&10	0&2	4&-1	0.7&-0.1	108&103	-2&2	-2&1	105&101	-3&-4	-2&-2	17&68
24	COc1cccc(NC(=O)C(NCC2CCCCC2)c2ccccc2)c1 (stereo not given)	12	-7	6	2.0	102	-16	-11	99	8	2	57
25	O=C(c1ccccc1)c1ccc(OCC(O)CN2CCCC2)cc1 (stereo not given)	13	-1	1	0.2	98	-7	-3	101	-3	-3	12
26	O=C(CN1CCN(c2ccccc2O)CC1)Nc1cccnc1Cl	12	-3	3	0.8	101	-8	-6	?	-5	-4	18
27	Cc1cccc(NC(=O)COc2ccc(/C=C\c3[nH]c(=O)[nH]c(=O)c3[N+](=O)[O-])cc2)c1	9	-3	0	0.0	98	-1	-1	99	-1	-1	25
28	Cc1ccc(N/C=C(\C#N)S(=O)(=O)c2ccccc2)cc1	9	-1	5	0.5	99	5	0	?	-2	-3	15
29	S=C(Nc1ccc2c(c1)OCO2)NC1CCN(Cc2ccccc2)CC1	7	0	1	0.3	94	-9	-5	95	0	3	19
30	CCC(=O)N1CCc2cc(S(=O)(=O)NCCC(=O)N3CCN(c4ccccn4)CC3)ccc21	17	-3	1	0.6	88	-8	-4	84	-2	0	32
31	CC(=O)NC1=NN(C(C)=O)C(C)(c2ccc(C)o2)S1 (stereo not given)	7	0	2	0.7	99	1	4	98	-1	-1	12
32	C=CCn1c(COc2ccccc2)nnc1SC(C)C(=O)N/N=C/c1cc(Cl)ccc1O (stereo not given)	17	-5	5	0.9	93	-10	-7	88	-2	-1	28
33	O=C(Nc1ccccc1F)c1cc(S(=O)(=O)N2CCCCC2)cs1	10	0	3	0.4	97	0	-1	97	-1	0	29
34	O=C(CN1C(=O)NC2(CCCCCC2)C1=O)NC1CC1	14	-2	0	0.0	105	-3	-2	123	0	0	18
35	CCCNC(=O)Cn1c2ccccc2c2nc(=O)cc(C)n21	7	-9	-3	-3.1	97	-7	-5	91	-2	0	19
36	COC(=O)/C(=C/c1c[nH]c2ccccc12)NC(C)=O	2	-5	3	0.7	101	0	-2	101	-4	-1	6
37	Cc1c(Cl)cn2c(=O)cc(CN3CCN(c4ccc(F)cc4)CC3)nc2c1Cl	10	0	-2	-0.6	101	-1	-6	100	-2	-1	17
38	COc1ccc(NC(=O)c2cc3c(-c4ccc(OC)c(OC)c4)nn(C)c3s2)cc1OC	12	-10	57	5.6	101	-12	-3	104	0	5	30
39	O=C(N/N=C/c1ccc(OC(F)F)cc1)c1ccc(CSc2nc3ccccc3[nH]2)cc1	21	-8	5	0.5	99	-12	-8	97	-7	-3	16
40	O=[N+]([O-])c1cc(F)c(N2CCCCC2)cc1N1CCOCC1	8	-7	3	0.3	99	-4	-3	94	-5	-5	32

Some of the entries so far, with each value named.
[13] O=C1C(Cl)=C(N2CCCCC2)C(=O)N1c1ccccc1Cl
- Avidin fluor: 16
- Bcl-2 Bim block: -9
- ABCG2 block: -1
- ABCB1 inh: 0.5
- RGS4-Gao reg: 98
- Bim-Bfl-1: -11
- Bim-Bcl-B: -5
- RGS7-Gao: 98
- Bim-Bcl-XL: -4
- Bcl-W Bim block: 1
- GSH bead fluor: 21

[14] CC(=O)SCCC(=O)N1C(C)CCCC1C(=O)O (stereo not given)
- Avidin fluor: 8
- Bcl-2 Bim block: -11
- ABCG2 block: 1
- ABCB1 inh: 0.1
- RGS4-Gao reg: 101
- Bim-Bfl-1: -11
- Bim-Bcl-B: -6
- RGS7-Gao: 98
- Bim-Bcl-XL: 2
- Bcl-W Bim block: 0
- GSH bead fluor: 23

[15] CC(=O)Oc1ccc(NC(=O)CSc2ccccc2)cc1
- Avidin fluor: 8
- Bcl-2 Bim block: -1
- ABCG2 block: 2
- ABCB1 inh: 0.5
- RGS4-Gao reg: 105
- Bim-Bfl-1: -1
- Bim-Bcl-B: 0
- RGS7-Gao: 103
- Bim-Bcl-XL: 0
- Bcl-W Bim block: -2
- GSH bead fluor: 20

[16] CCS(=O)(=O)c1ccc2oc(SCC(=O)NCCc3ccc(F)cc3)nc2c1
- Avidin fluor: 9
- Bcl-2 Bim block: 0
- ABCG2 block: 15
- ABCB1 inh: 1.5
- RGS4-Gao reg: 97
- Bim-Bfl-1: 3
- Bim-Bcl-B: 0
- RGS7-Gao: 99
- Bim-Bcl-XL: -6
- Bcl-W Bim block: -2
- GSH bead fluor: 9

New compounds follow:
entry	molecule	Avidin fluor	Bcl-2 Bim block	ABCG2 block	ABCB1 inh	RGS4-Gao reg	Bim-Bfl-1	Bim-Bcl-B	RGS7-Gao	Bim-Bcl-XL	Bcl-W Bim block	GSH bead fluor
41	c1ccc(CCCNc2ncnc3nc[nH]c23)cc1	4	2	5	0.4	101	0	-1	102	-1	-3	25
42	Cc1cc(C)c(S(=O)(=O)Nc2cc(SCC(=O)O)c(O)c3ccccc23)cc1C	7	4	-6	-1.2	96	20	-9	87	0	9	9
43	CCOC(=O)CNC(=O)C1(c2ccccc2)CCCC1	28	5	-1	-0.1	102	4	3	105	3	21	10
44	NC(=O)c1c(NC(=S)Nc2ccccc2)sc2c1CCCC2	8	-2	1	-0.8	98	2	-16	101	-7	-3	8
45	Cc1ccc(N/N=C/c2ccc3c(c2)OCCO3)cc1Cl	12	-2	0	0.1	102	1	-6	99	-3	-3	11
46	COc1ccccc1NC(=S)Nc1ccccc1F	8	-14	-1	-0.2	92	-14	-18	96	-5	-2	33
47	Cc1ccc(N/N=C/c2cccnc2)cc1	3	-2	4	2.5	91	0	-3	90	-2	-1	8
48	CC1=Nc2nc(N3CCCCC3)c(C#N)c3c4c(nc(c23)N1)N(c1ccc(C(C)C)cc1)C(=O)C4	12	6	-8	-1.2	97	4	0	93	-8	-7	4
49	C=CCN(C(=O)CCC(=O)O)C1CC(=O)N(c2ccc(OC)cc2)C1=O (stereo not given)	16	-2	1	0.3	91	-11	-7	91	-2	0	33
50	Cc1nn(CC(O)c2ccccc2)c(C)c1Br (stereo not given)	23	-9	5	0.8	100	-16	-6	97	-7	-1	24
51	O=C1OCCC1Sc1nc2cc(Cl)ccc2n1Cc1ccccc1 (stereo not given)	13	-9	38	1.7	101	-9	-15	105	-8	-5	34
52	CC(C)NC(=S)Nc1ccc2[nH]c(=O)[nH]c2c1	6	-3	0	0.0	103	-3	-5	104	-3	0	15
53	CCC(=O)OCc1c(C(F)(F)F)nn(C)c1Sc1ccc(F)cc1	6	-4	2	0.5	92	2	-2	89	-1	-2	15
54	COC(CNC(=O)Cc1c(C)nc2c(-c3ccccc3)c(C)nn2c1C)OC	11	0	8	0.4	100	-6	-3	?	-3	0	18
55	Cc1[nH]c2ccccc2c1C(=O)NS(=O)(=O)Nc1ccc(F)cc1	9	0	1	0.1	94	-3	-6	100	-1	-1	15
56	O/N=C1\CCCC\C1=C/c1ccccc1	5	1	4	1.0	100	-1	-4	98	-4	-2	9
57	Cc1nn(CCC#N)c2nc(C(F)(F)F)[nH]c(=O)c12	32	-13	-7	-1.0	103	-16	-6	102	-9	-4	22
58	CCC(=O)Nc1ccc(C(=O)OCc2ccccc2Cl)cc1	39	0	4	0.4	100	0	-1	100	0	-1	17

Screening data from PubChem BioAssay.

Random draw from the library (roughly 1.3% active in at least one column).
